# FLuc modulator: inhibits or activates purified firefly luciferase, miR-21 counter-screen | P08659 | purified FLuc, Km substrates, luminescence inhibition | Potency, µM (highest dose often 57.5 µM), for inactives: top-dose activity change, negative = inhibition, most hits filed as inhibitors | 360,000 compounds, 6.9% hits | AID 588342;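 also: potency is read from the fitted curve at half-maximal effect; plate controls were vehicle for no effect and reference inhibitor for full effect; nearly all actives have a fitted effect of over 55% in size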
#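 Purified P. pyralis luciferase, 10 nM final, with Km-level 10 uM D-luciferin and 10 uM ATP in 50 mM Tris acetate pH 7.5, 10 mM Mg acetate, 0.01% Tween-20, 0.05% BSA; 6-point qHTS titration about 60 µM downward; luminescence read.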
# PKM2 act: increases activity of human pyruvate kinase M2. P14618. purified PKM2, Kinase-Glo ATP luminescence, activation; response scale: 0% is enzyme alone, no compound. Potency, µM (highest dose often 57.5 µM), inactives show at the highest dose activation, actives largely listed as activators. 260,000 compounds, 0.34% hits. AID 1631; also: potency is read from the fitted curve at half-maximal effect; % is scaled to controls: 0 for no effect and ±100 for the full control effect; nearly all actives have a fitted effect of over 55% in size
#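 Kinase-Glo luminescence reports ATP generated from ADP (0.1 mM) and PEP (0.5 mM) by purified hPK-M2 after 1 h at room temperature, pH 7.2 imidazole buffer; intermediate enzyme activity allows detecting inhibitors and activators.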
# ELG1 repair inh: blocks ELG1-dependent DNA repair in HEK293T cells | HEK293T ELG1-luciferase reporter, luminescence, 16 h; DNA damage induced by 5-fluorouridine | Potency, µM (titrated, usually from 46.1 µM), for inactives: top-dose activity change, negative = inhibition, most hits filed as inhibitors | 330,000 compounds, 2.3% hits; also: potency is read from the fitted curve at half-maximal effect; % is scaled to controls: 0 for no effect and ±100 for the full control effect; nearly all actives have a fitted effect of over 55% in size
#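 Cells (2,000 per well) received 5-fluorouridine plus test compound or DMSO and were incubated 16 hr at 37 °C, 5% CO2. Luciferase activity was read by luminescence 30 min after ONE-Glo addition; signal suppression marked inhibition of damage-induced ELG1 function.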
# VP16 counter: inhibits Gal4-VP16 luciferase reporter, ROR gamma counter-screen; Drosophila S2 Gal4-VP16 UAS-luciferase, luminescence, 20 h; Potency, µM (top dose mostly 53.6 µM), inactives show top-dose activity, negative = inhibition, actives largely listed as inhibitors; 310,000 compounds, 3.5% hits;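 also: Gal4-VP16 expression switched on by copper sulfate through the metallothionein promoter; potency is read from the fitted curve at half-maximal effect; % is scaled to controls: 0 for no effect and ±100 for the full control effect; nearly all actives have a fitted effect of over 50% in size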
# RORg inh: ROR gamma (mouse) transcription inhibition; P51450; Drosophila S2 Gal4-RORgamma UAS-luciferase reporter, 20 h; Potency, µM (doses to about 53.6 µM), for the others: at the top dose activity change, negative = inhibition, usual class: inhibitors; 310,000 compounds, 5.4% hits; AID 2551; also: potency is read from the fitted curve at half-maximal effect; % is scaled to controls: 0 for no effect and ±100 for the full control effect; nearly all actives have a fitted effect of over 60% in size
#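 Compounds are pin-transferred onto Drosophila Schneider cells expressing a copper-inducible Gal4–ROR gamma transactivation domain fusion. After 1 hr, copper sulfate is added to 700 uM final; luciferase is read 20 hr later.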
# NPC1 prom act: NPC1 promoter activation. Huh7 NPC1 promoter luciferase reporter, 24 h. Potency, µM (highest dose often 9.22 µM), for the others: at the highest dose activation, most hits filed as activators. 320,000 compounds, 2.4% hits. AID 485313;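 also: potency is read from the fitted curve at half-maximal effect; % of control where 0% means no effect; nearly all actives have a fitted effect of over 60% in size; reporter is driven by a mutant NPC1 promoter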
#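 Stable NPC1-promoter luciferase Huh7 line; cpd (DMSO) 24 h, 37 °C, 5% CO2; Amplite luciferase reagent 10 min RT; luminescence readout. qHTS format.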
# KCNH2 3.1 block: blocks the human KCNH2 3.1 channel isoform; AID 720553; 340,000 compounds, 0.95% hits; U2OS KCNH2 3.1, thallium flux FluxOr; stronger effect = lower value; activity change, % (tested at about 1.8 µM);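 active = maximum activity change below -70%; inconclusive = maximum activity change from -70% to -50%; inactive = maximum activity change above -50%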;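 also: thallium influx rate constant from kinetic fluorescence after stimulation buffer; % is scaled to controls: 0 for no effect and ±100 for the full control effect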
#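 Thallium flux read-out: FluxOr dye with Red40 quencher in HBSS/HEPES, 45 min at RT. Rate constants from kinetic reads were normalized to positive and negative DMSO controls. Cells: U2OS virally expressing the 3.1 isoform.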
# Menin MLL FP TR: displaces Texas Red mutant MLL peptide from human menin; Potency, µM (doses to about 61.6 µM), for inactives: top-dose FP activity change, negative = inhibition, hits mostly inhibitors; O00255; 270,000 compounds, 0.23% hits; Menin + Texas Red MLL mutant peptide, fluorescence polarization; active = well fitted inhibition curve with a large enough effect in the polarisation, with a control signal flat, not every such curve was filed as active; inconclusive = small, poorly fitted or top-dose-only effect, or effect the other way, or a change in a side signal; inactive = no such curve, though single readings can be large or run the other way; the % refers to the polarisation; also: potency is read from the fitted curve at half-maximal effect; % of control where 0% means no effect; many of its hits are not listed in these tables
# Target sequence (O00255 whole entry, looked up): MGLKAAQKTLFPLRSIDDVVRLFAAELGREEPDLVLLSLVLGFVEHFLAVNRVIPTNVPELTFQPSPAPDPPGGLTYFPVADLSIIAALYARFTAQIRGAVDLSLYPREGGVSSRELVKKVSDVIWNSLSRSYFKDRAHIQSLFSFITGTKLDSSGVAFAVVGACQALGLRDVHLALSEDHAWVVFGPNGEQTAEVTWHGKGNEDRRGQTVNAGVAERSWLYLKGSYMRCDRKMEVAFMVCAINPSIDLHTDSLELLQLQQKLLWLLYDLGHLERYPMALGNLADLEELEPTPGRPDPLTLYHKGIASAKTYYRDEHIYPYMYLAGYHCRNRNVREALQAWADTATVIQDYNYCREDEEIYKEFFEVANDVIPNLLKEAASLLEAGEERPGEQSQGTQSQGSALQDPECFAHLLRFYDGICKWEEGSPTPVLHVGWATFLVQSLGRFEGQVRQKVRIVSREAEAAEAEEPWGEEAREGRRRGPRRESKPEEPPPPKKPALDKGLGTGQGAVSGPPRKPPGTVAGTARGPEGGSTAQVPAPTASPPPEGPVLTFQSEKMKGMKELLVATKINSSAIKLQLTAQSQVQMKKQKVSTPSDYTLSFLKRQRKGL
# Mito fusion act: mitochondrial division inhibition or fusion activation; S. cerevisiae fusion-defective mutant growth rescue, CellTiterGlo 48 h; Potency, µM (highest dose often 46.1 µM), for the others: at the highest dose growth rescue (activation), most hits filed as activators; 320,000 compounds, 0.23% hits;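 also: potency is read from the fitted curve at half-maximal effect; % of control where 0% means no effect; nearly all actives have a fitted effect of over 45% in size; temperature-sensitive fusion mutants such as fzo1-1 at 37 °C on non-fermentable ethanol glycerol medium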
#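 Compounds are tested for their ability to restore growth of mitochondrial fusion-defective yeast strains at non-permissive 37C in YPEG medium over 48 hours. Viability is quantified by luciferase luminescence.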
# MBNL1-CUG inh: blocks human MBNL1 binding to CUG repeat RNA; Q9NR56; TR-FRET MBNL1-His/biotin-(CUG)12 binding, 665/545 ratio; Potency, µM (titrated, usually from 57.5 µM), for inactives: top-dose activity change, negative = inhibition, most hits filed as inhibitors; 280,000 compounds, 0.036% hits; AID 2675; active = well fitted inhibition curve with a large enough effect in the signal ratio, with a control signal flat, not every such curve was filed as active; inconclusive = small, poorly fitted or top-dose-only effect, or effect the other way, or a change in a side signal; inactive = no such curve, though single readings can be large or run the other way; the % refers to the signal ratio; also: potency is read from the fitted curve at half-maximal effect; % is scaled to controls: 0 for no effect and ±100 for the full control effect
# Target sequence (Q9NR56 whole entry, looked up): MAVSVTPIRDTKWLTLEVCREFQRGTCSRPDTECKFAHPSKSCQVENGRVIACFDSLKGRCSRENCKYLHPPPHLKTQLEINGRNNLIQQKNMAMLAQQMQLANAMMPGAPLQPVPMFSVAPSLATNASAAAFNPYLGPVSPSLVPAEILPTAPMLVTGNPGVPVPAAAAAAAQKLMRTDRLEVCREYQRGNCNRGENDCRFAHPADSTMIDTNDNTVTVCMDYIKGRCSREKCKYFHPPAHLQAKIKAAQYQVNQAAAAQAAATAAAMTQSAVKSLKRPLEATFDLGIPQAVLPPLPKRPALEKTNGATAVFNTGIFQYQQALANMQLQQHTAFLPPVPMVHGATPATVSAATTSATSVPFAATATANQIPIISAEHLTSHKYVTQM
#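 MBNL1-His + Biotin-(CUG)12, cpd titration 92 nM–58 uM; Tb anti-His Ab 0.055 ng/ul, SA-XL665 5 nM (final); 60 min RT; ratiometric 665/545 nm, Ex 340 nm; normalized to buffer and full-complex controls.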
# Rab9 promoter act: activates the Rab9 promoter; Potency, µM (top dose mostly 9.22 µM), for inactives: at the highest dose activation, negative = inhibition, usual class: activators; Huh7 Rab9 promoter-luciferase reporter, luminescence, 24 h; 320,000 compounds, 2.8% hits; also: potency is read from the fitted curve at half-maximal effect; % of control where 0% means no effect; nearly all actives have a fitted effect of over 60% in size
#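 Cell-based reporter: Huh7 stable for Rab9 promoter-driven luciferase, plated in reduced-serum medium with 10% FBS at 1500 cells/well, compound-treated 24 h at 37 °C, luminescence read after 10 min reagent.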
# The depositor's hits bear a star; ? = inconclusive; . = no result given; & = joins results of further samples; [ ] = dose if it differs, or a comment. Unless noted, calls follow the shape of the dose curve; as a rule, active = well fitted curve in the direction sought with a large enough effect; inconclusive = small, poorly fitted or top-dose-only effect, or another doubt; inactive = no such curve, though single readings can be large; an effect the other way counts as inactive or inconclusive. Not all compounds are listed; rates above refer to the full screens.
# Below each compound: NPC1 prom act, FLuc modulator, KCNH2 3.1 block, VP16 counter, ELG1 repair inh, RORg inh, Mito fusion act, PKM2 act, Menin MLL FP TR, Rab9 promoter act, MBNL1-CUG inh
> FC(F)(F)c1nc(-c2ccccc2)ncc1-c1nnnn1-c1ccccc1
 : -7.5%, -1.5%, 2.2, 1.8%, 20.6µM*, 3.7%, -5.2%, -1.4%, ., -5.8%, -5.2%
> Cc1cccc(Nc2ncnc3onc(-c4ccc(F)cc4)c23)c1C
 : -12.0%, 0.1%, -0.6, -4.7%, 11.4%, -12.8%, 17.0%, -2.0%, -18.2%, -1.6%, -5.2%
> Cc1nc(N2CCC(C)CC2)c2c(C)c(C(=O)O)sc2n1
 : 18.5%, -2.8%, 2.7, ., 5.4%, -21.8%[0.365 µM], ?, -24.5%, 4.9%, 12.1%, 25.9%
> CCOC(=O)c1c(NC(=O)C2C3C=CC(C3)C2C(=O)O)sc2c1CCCC2 (centres undefined)
 : -2.2%, ?, -20.8, 6.0%, 2.7%, 20.0%, 0.1%, 0.5%, -26.7%, -13.7%, 4.8%
> COc1ccc(C)cc1NC(=O)CSCc1cc(=O)n2c(C)csc2n1
 : -5.2%, -2.9%, -4.7, ., 2.3%, ., 5.6%, ., ., -2.3%, .
> COc1ccc(Br)cc1C(=O)Nc1ccc(N2CCN(S(C)(=O)=O)CC2)cc1
 : -1.6%, 2.3%, -8.4, 3.2%, -7.2%, -1.6%, 2.5%, -6.0%, -3.0%, -8.0%, 3.6%
> CCn1c(SCC(=O)Nc2ccc(OC)cc2)nnc1-c1ccco1
 : -3.0%, -5.9%, -17.4, -6.2%, -11.5%, ?, -4.9%, -2.0%, -5.2%, -3.3%, 11.3%
> CCN(C1CCCCC1)S(=O)(=O)CCNC(=O)c1ccccc1
 : -2.7%, 6.2%, 7.3, ., 1.9%, ., -6.9%, ., ., -4.9%, .
> CCn1nnnc1SCC(=O)c1ccc(C)cc1
 : ?, 15.1µM*, 10.7, -6.3%, ?, -18.0%, -0.5%, -1.0%, -12.5%, ?, 4.9%
> Cc1cc(=O)[nH]c(N/N=C/c2ccc(Br)s2)n1
 : 19.0%, ?, -5.3, ?, ?, ?, -1.7%, -4.2%, 11.3%, ?, .
> COc1ccc(C(=O)Cn2cnc3ccccc3c2=O)cc1OC
 : -1.2%, -4.6%, 8.5, 16.6%, -1.3%, 13.5%, -9.2%, 1.7%, 3.1%, -0.6%, -3.1%
> CCCCCCNS(=O)(=O)c1nc2nc(C)cc(C)n2n1
 : 1.1%, 2.3%, -6.4, 10.3%, 3.4%, 8.8%, -2.8%, 7.7%, 2.5%, 1.3%, ?
> Cc1ccc(NC(=O)CNc2ccc(Cl)cc2F)cc1
 : -2.3%, -7.7%, -36.2, -0.4%, 25.7%, ?, -4.2%, -1.0%, 14.4%, -2.2%, -2.9%
> Cc1nc2c3ccccc3n(CC#N)c(=O)n2n1
 : -2.2%, 0.3%, 3.3, -3.5%, 2.8%, -0.2%, -2.9%, -1.7%, 1.8%[11.7 µM], 0.9%, -19.7%
> CCc1ccc(N(C(=O)C(F)(F)F)C(C(=O)NC2CCCCC2)c2ccncc2)cc1 (centres undefined)
 : -2.6%, -2.5%, 9.6, -10.8%, 15.7%, 25.2%, 0.9%, -0.4%, 15.2%, 2.3%, -2.1%
> Cc1ccnc(NC(=O)CCC(=O)N(CC(=O)NC(C)(C)C)c2ccc(F)c(Cl)c2)c1
 : -9.1%, -1.8%, -87.4*, 4.2%, -0.8%, 9.9%, -1.9%, -1.7%, 4.2%, -1.6%, -8.3%
> Clc1ccc2nc(-c3ccccn3)c(Nc3ccc4c(c3)OCO4)n2c1
 : -1.1%, -11.0%, -29.0, ?, ?, 7.94µM*, 6.9%, -4.2%, 5.8%, -6.5%, -3.3%
> O=C(O)c1ccc(N/N=C/c2cccc3cccnc23)cc1
 : 0.316µM*, 0.757µM*, 1.6, ?, ?, ?, 0.9%, -3.2%, ., 0.282µM*, -5.8%
> CC(=O)Nc1ccc(NC(=O)C(C)OC(=O)/C=C/c2cnc3ccccc3n2)cc1 (centres undefined)
 : -1.2%, -0.1%, 4.1, 11.8%, ?, -5.1%, -2.0%, 4.3%, ., -13.9%, 2.7%
> C/C(NC(=O)c1cccs1)=C1\C(=O)C[C@@H]2[C@H]1C2(C)C
 : ?, 15.1µM*, 17.8, 5.5%, ?, ?, ?, -2.0%, 4.8%, ?, 5.5%
> COCCCNC(=O)C(=O)C1C(=O)Nc2ccccc21 (centres undefined)
 : -1.0%, 6.3%, -8.3, 20.5%, 11.9%, -24.7%, 4.8%, -0.5%, 6.5%, 0.9%, 1.6%
> COc1ccc(OCC(=O)NC(CC(=O)O)c2ccc(OC)c(OC)c2)cc1 (centres undefined)
 : -2.9%, 2.7%, -9.6, -3.2%, 0.1%, 1.4%, -2.0%, 0.8%, 0.2%, -7.7%, -12.8%
> CCn1c(C)nc2cc(C(=O)NNC(=S)NC(=O)c3ccc(OC)cc3)ccc21
 : -3.6%, ?, 1.0, 1.2%, ?, -28.0%, -12.6%, 2.6%, 4.0%, -4.9%, -0.3%
> Cc1cccc(N2C(=O)CC(Cn3nc(C)cc3C)C2=O)c1 (centres undefined)
 : -3.1%, -2.2%, -11.5, 2.8%, -0.1%, -0.8%, -10.6%, 0.2%, ., -4.6%, -11.4%
> Cc1ccc2oc(-c3ccc(C)c(NC(=S)NC(=O)c4cccs4)c3)nc2c1
 : 19.4%, 6.01µM*, -9.0, 7.08µM*, ?, 7.08µM*, 0.9%, 2.5%, ?, 29.5%, -8.5%
> CCN(CC(=O)NCc1ccc(Cl)cc1)CC(=O)Nc1ccc(C(N)=O)cc1
 : -0.7%, -3.0%, 6.2, -5.8%, -5.7%, 16.3%, -7.4%, -15.5%, 0.5%, 8.8%, 1.6%
> COc1ccc(CCc2nnc(CCC(=O)NCc3ccc4ncccc4c3)o2)cc1
 : 0.2%, -18.6%, 11.2, -4.0%, ?, 38.1%, 0.0%, -5.8%, -0.9%, -11.1%, -1.1%
> O=C(c1cc(-c2ccco2)on1)N1CCN(c2ccccc2)CC1
 : -6.3%, -15.7%, 0.2, 10.9%, 13.7%, -1.8%, -0.6%, -0.3%, 35.2%[activator], 0.2%, ?
> COc1ccccc1CNC(=O)c1cccc(-c2ccc(C)c3ccccc23)n1
 : -5.0%, -4.6%, ., ?, -21.8%, ?, 20.5%, -0.3%, -1.3%&34.1%, -5.7%, 9.6%
> O=C(NC(=S)Nc1cc([N+](=O)[O-])ccc1Cl)c1ccccc1
 : 18.0%, -0.5%, -154.0*, ?, ?, -32.8%, 1.9%, -12.6%, 20.1%, ?, 2.0%
> COc1ccc(CNC(=O)C2CCN(C(=O)c3ccco3)CC2)cc1
 : 4.9%, -1.1%, -1.0, -6.6%, -9.9%, -27.8%, -1.9%, -2.9%, -8.2%, 5.1%, -7.3%
> Cc1oc(C(C)(C)C)c(CN2CCCC2)c1C(=O)O
 : 2.3%, -0.8%, 6.0, 5.6%, -0.3%, -17.0%, 2.1%, 2.6%, 0.7%, 5.4%, 8.5%
> Cc1nnnn1/C(=C\c1ccccc1)C(=O)OCC(=O)NC1CCCCC1
 : -10.1%, 1.5%, 3.6, ., ?, ., -32.4%[inhibitor], ., ., -0.1%, .
> CCOC(=O)C1CSC(CC(=O)Nc2ccc(OCC)cc2)C(=O)N1 (centres undefined)
 : -4.6%, -13.3%, 4.4, 16.8%, -4.2%, -3.9%, 0.8%, -2.3%, 16.3%, 1.8%, 0.6%
> COc1ccccc1-c1nn2c(-c3ccccc3Cl)nnc2s1
 : 1.0%, -2.3%, ., 2.5%, 8.6%, -15.9%, 2.5%, 1.3%, -8.0%, 2.7%, 22.3%
> O=C1C=C(NCc2ccc3c(c2)OCO3)CC(c2ccccc2)C1 (centres undefined)
 : -3.1%, 2.9%, 19.6, -6.9%, -19.2%, 17.0%, -0.4%, 11.2%, -15.7%, -8.7%, 9.6%

# Assay outcomes from PubChem.
